Source: PubChem
TrxR1 substrate = rat thioredoxin reductase 1 substrate activity. purified TrxR1 substrate turnover, NADPH consumption readout. 390,000 compounds, 0.01% hits. O89049. Potency, µM (titrated, usually from 114 µM), for the others: at the top dose activity change, negative = substrate turnover; note: potency is the fitted concentration of half-maximal effect; % is set by controls: 0 for no effect and ±100 for the full control effect; nearly all actives have a fitted effect of over 50% in size
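Rat TrxR1, dispensed at 90 nM, was prereduced with 400 uM NADPH (final) for 5 min at ~22 deg C, then incubated with compound 15 min before 400 uM selenite. A first-read NADPH fluorescence drop versus no-compound background flagged substrates.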
Vif-APOBEC3G blk = blocks the Vif interaction with human APOBEC3G. Potency, µM (series often up to 46.1 µM), without a hit: at the top dose activity, negative = active, actives largely listed as inhibitors. HeLa A3G-eYFP + Vif (tagged APOBEC3G with the HIV-1 protein that degrades it), YFP fluorescence, overnight. 410,000 compounds, 0.076% hits;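 note: potency is the fitted concentration of half-maximal effect; % is set by controls: 0 for no effect and ±100 for the full control effect; nearly all actives have a fitted effect of over 60% in size; hits raise eYFP signal because A3G escapes Vif-driven loss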
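Read-out is eYFP fluorescence (Ex 488/Em 500-530) from Vif-expressing HeLa A3G-eYFP cells; more signal means A3G escaped Vif-mediated degradation. Cells plated overnight, compound pinned in, incubated overnight at 37 deg C.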
USP1-UAF1 inh = blocks the human USP1/UAF1 deubiquitinase complex | O94782 | recombinant USP1/UAF1, Ub-Rhodamine cleavage fluorescence | Potency, µM (top dose mostly 57.1 µM), for the others: at the top dose activity change, negative = inhibition, most hits filed as inhibitors | 390,000 compounds, 0.23% hits; note: potency is the fitted concentration of half-maximal effect; % is set by controls: 0 for no effect and ±100 for the full control effect; nearly all actives have a fitted effect of over 60% in size; inactives centre near -12
Target sequence (O94782 whole entry, looked up): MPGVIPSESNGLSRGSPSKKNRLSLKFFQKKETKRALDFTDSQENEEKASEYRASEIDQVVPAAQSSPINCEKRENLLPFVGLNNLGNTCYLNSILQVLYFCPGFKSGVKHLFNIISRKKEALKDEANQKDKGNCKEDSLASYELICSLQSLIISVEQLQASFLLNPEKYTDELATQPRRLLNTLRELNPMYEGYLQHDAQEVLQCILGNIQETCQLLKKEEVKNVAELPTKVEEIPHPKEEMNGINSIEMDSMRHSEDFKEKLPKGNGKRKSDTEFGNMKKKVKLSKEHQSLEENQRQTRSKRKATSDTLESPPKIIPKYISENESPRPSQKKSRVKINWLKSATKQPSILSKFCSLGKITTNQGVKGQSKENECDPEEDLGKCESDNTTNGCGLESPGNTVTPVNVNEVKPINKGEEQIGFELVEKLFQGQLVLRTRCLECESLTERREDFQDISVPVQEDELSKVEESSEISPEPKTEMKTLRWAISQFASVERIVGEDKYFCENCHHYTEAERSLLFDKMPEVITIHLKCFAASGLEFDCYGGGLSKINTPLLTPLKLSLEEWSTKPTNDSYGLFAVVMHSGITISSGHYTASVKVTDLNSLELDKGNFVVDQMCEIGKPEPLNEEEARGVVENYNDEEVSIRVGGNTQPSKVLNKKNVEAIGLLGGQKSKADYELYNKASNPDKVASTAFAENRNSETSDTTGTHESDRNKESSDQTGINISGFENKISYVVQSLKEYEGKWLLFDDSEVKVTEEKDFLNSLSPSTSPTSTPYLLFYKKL
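In this screen, compounds sit with the deubiquitinase complex (1nM) for 15 min at room temperature before Ub-Rho is added at 150nM final. Fluorescence rise is then followed for 6 reads every 60 seconds.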
Vif-APOBEC3F blk = blocks the Vif interaction with APOBEC3F. HeLa A3F-eYFP + Vif (tagged APOBEC3F with the HIV-1 protein that degrades it), YFP fluorescence increase. Potency, µM (highest dose often 46.1 µM), without a hit: at the top dose activity, negative = active. 390,000 compounds, 0.2% hits. AID 602313; note: potency is the fitted concentration of half-maximal effect; % of control where 0% means no effect; nearly all actives have a fitted effect of over 65% in size
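HeLa cells stably expressing A3F-eYFP plus Vif, plated and incubated overnight at 37 deg C, then exposed to compounds overnight at 37 deg C. Blocked degradation read as raised yellow fluorescence (Ex 488/Em 500-530).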
mIDH1 inhibitor = blocks human mutant IDH1 R132H enzyme | 390,000 compounds, 0.093% hits | IDH1-R132H enzyme, NADPH consumption, diaphorase/resazurin fluorescence | O75874 | Potency, µM (series often up to 76.6 µM), inactives show top-dose activity change, negative = inhibition, usual class: inhibitors; note: potency is the fitted concentration of half-maximal effect; % is set by controls: 0 for no effect and ±100 for the full control effect; nearly all actives have a fitted effect of over 65% in size
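IDH1-R132H (0.5 ug/mL) preincubated 30 min with compound, then NADPH (0.016 mM) and alpha-KG (2 mM) added; 80 min at RT, pH 7.5. Remaining NADPH coupled via diaphorase/resazurin to fluorescence (540/590 nm); concentration-response curves normalized to no-enzyme control.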
RGS4 inh = blocks human RGS4-accelerated GTP hydrolysis; Transcreener GDP fluorescence polarization, RGS4-accelerated GTP hydrolysis; P49798; Potency, µM (highest dose often 114 µM), without a hit: top-dose activity change, negative = inhibition, hits mostly inhibitors; 390,000 compounds, 0.039% hits; AID 504845; note: potency is the fitted concentration of half-maximal effect; % is set by controls: 0 for no effect and ±100 for the full control effect; nearly all actives have a fitted effect of over 75% in size; some results filed as inactive show a strong effect at the top dose
Target sequence (P49798 whole entry, looked up): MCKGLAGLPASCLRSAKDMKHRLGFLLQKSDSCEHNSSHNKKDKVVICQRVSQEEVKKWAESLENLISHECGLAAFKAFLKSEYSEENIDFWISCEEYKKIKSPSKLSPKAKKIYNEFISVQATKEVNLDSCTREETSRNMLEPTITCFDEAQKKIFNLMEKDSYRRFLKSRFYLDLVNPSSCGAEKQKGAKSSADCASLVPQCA
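MLSMR compounds (23 nl, pin-transferred) preincubated 10 min at room temperature with a 500nM (2x) first reagent, then RGS4 at 900nM (2x) plus Transcreener GDP mix added; fluorescence polarization (620/688 nm) read before and after 90 min at 30 °C.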
rTrxR1 inhibitor = rat TrxR1 inhibition; O89049; recombinant rTrxR1, NADPH fluorescence consumption, selenite substrate; Potency, µM (top dose mostly 114 µM), without a hit: at the top dose activity change, negative = inhibition, most hits filed as inhibitors; 390,000 compounds, 1% hits; AID 588453; note: potency is the fitted concentration of half-maximal effect; % is set by controls: 0 for no effect and ±100 for the full control effect; nearly all actives have a fitted effect of over 65% in size
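Rat TrxR1 (90 nM in the dispensed reagent) was pre-reduced with 400 uM NADPH for 5 min at room temperature, then incubated with compound for 15 min. After 400 uM selenite was added, NADPH fluorescence (Ex 340/Em 450 nm) was followed for 8 min.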
Glioma ERSR ind = induces the endoplasmic reticulum stress response in human glioma cells. 420,000 compounds, 0.02% hits. Potency, µM, without a hit: at the top dose activation, hits mostly activators. U87-MG GRP78 promoter luciferase reporter, 16 h; note: potency is the fitted concentration of half-maximal effect; series mostly up to about 76 µM; % of control where 0% means no effect; nearly all actives have a fitted effect of over 35% in size
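ERSR induction read as luciferase luminescence (Bright-Glo, 10 min at room temperature) in stably transfected human U87-MG glioma cells exposed to compounds for 16 h, using GRP78 as sensor.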
LDHA block = blocks human lactate dehydrogenase A. purified LDHA, NADH/diaphorase-resazurin fluorescence; stronger effect = lower value. activity change, % (values are at about 110 or 230 µM). 480,000 compounds, 0.15% hits. AID 1347041; in the data active = activity change below about -30%; inconclusive = mostly about -25% to -30%;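 note: plate controls were DMSO wells for no effect and wells without enzyme for full effect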
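Enzyme activity of human lactate dehydrogenase 5 (2 nM; 0.06 mM NADH, 0.2 mM pyruvate, 5 min, RT) is measured via a resazurin/diaphorase fluorescence readout of residual NADH.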
Active calls of the source: *; u = inconclusive; x = no result given; [ ] = remark or other dose. Unless noted, calls come from the whole dose curve; as a rule, active = well fitted curve in the direction sought with a large enough effect; inconclusive = small, poorly fitted or top-dose-only effect, or another doubt; inactive = no such curve, though single readings can be large; an effect the other way counts as inactive or inconclusive.

SMILES | TrxR1 substrate | Vif-APOBEC3G blk | USP1-UAF1 inh | Vif-APOBEC3F blk | mIDH1 inhibitor | RGS4 inh | rTrxR1 inhibitor | Glioma ERSR ind | LDHA block
CCN(CC)C(=O)CSc1nnc(-n2nc(C)cc2C)c2ccccc12 | 3.8% | -5.8% | -9.9% | -3.3% | 7.0% | 15.0% | 6.8% | -2.0% | -1.5
C[C@@H](CO)[C@H](/C=C/c1ccccc1)CCO[Si](c1ccccc1)(c1ccccc1)C(C)(C)C | -2.1% | 1.6% | x | x | x | -35.5% | 17.9% | -2.7% | x
Cc1ccc(-n2nc(C)c3c(C)cc(=O)n(CC(=O)NC(C)C)c32)cc1 | 0.2%[57.1 µM] | -0.6% | -30.2% | -1.5% | 14.7% | -16.3% | -4.0%[57.1 µM] | -3.7% | 7.1
CN(C)CCCN1CC(C(=O)O)CC1=O (stereo not drawn) | 2.5% | -1.4% | -7.4% | -0.2% | -3.2% | -22.0% | 16.5% | -3.0% | -2.5
COc1ccc(CNc2nc3ccccc3n2C(C)C)cc1 | -1.4% | -1.1% | -12.0% | -3.1% | -3.8% | 5.2% | 18.1% | -1.3% | -0.4
CCn1c(-c2ccccc2)c(C(=O)O)c2ccccc21 | 22.3%[57.1 µM] | -2.1% | -6.2% | -2.3% | -0.7% | -1.9% | 37.2%[activator][57.1 µM] | -0.3% | -6.7
O=c1c2[nH]c3ccc(Br)cc3c2ncn1Cc1ccncc1 | 3.9% | 1.5% | -1.7% | -12.1% | -0.8% | -0.7% | 18.8% | -1.1% | -2.8
O=S(=O)(c1ccc(NC(=S)N/N=C/c2c3ccccc3cc3ccccc23)cc1)N1CCOCC1 | -4.8% | -23.3% | -24.1% | -20.3% | 4.0% | -27.2% | 8.0% | -4.3% | -1.2
CN(Cc1ccco1)S(=O)(=O)c1nnc(NC(=O)c2ccc(F)cc2)s1 | 0.4% | 0.3% | -11.3% | -4.0% | -4.7% | 17.3% | 14.2% | -8.7% | -0.1
COc1ccc(/C=C/C(=O)NC(=S)Nc2ccc(S(N)(=O)=O)cc2)cc1OC | 8.1%[57.1 µM] | 2.3% | -6.4% | 1.5% | 8.3% | 3.5% | 13.5%[57.1 µM] | -3.7% | -18.5
CN(C)C(CNC(=O)c1cccc(S(=O)(=O)N2CCN(c3ccc(F)cc3)CC2)c1)c1ccccc1 (stereo not drawn) | -0.1%[57.1 µM] | 2.5% | -10.7% | 4.6% | -8.1% | 20.9% | 3.4%[57.1 µM] | -2.3% | -4.6
CCOCCCNC(=S)N1CCCN(c2nc3cc(C)c(C)cc3cc2C#N)CC1 | 25.1% | 1.4% | -23.0% | 2.0% | 2.9% | -10.7% | 55.8%[activator] | -3.4% | 1.8

Single values from above.
Under RGS4 inh, COc1ccc(/C=C/C(=O)NC(=S)Nc2ccc(S(N)(=O)=O)cc2)cc1OC reads 3.5%
Under Vif-APOBEC3G blk, CCOCCCNC(=S)N1CCCN(c2nc3cc(C)c(C)cc3cc2C#N)CC1 reads 1.4%

Continuation.
SMILES | TrxR1 substrate | Vif-APOBEC3G blk | USP1-UAF1 inh | Vif-APOBEC3F blk | mIDH1 inhibitor | RGS4 inh | rTrxR1 inhibitor | Glioma ERSR ind | LDHA block
CCC(C)N1CC(=O)N2C(c3ccc(OC)cc3OC)c3[nH]c4ccccc4c3C[C@H]2C1=O (stereo partly drawn) | -7.1% | -6.1% | -10.7% | -4.6% | -2.3% | 3.5% | 20.3% | 6.0% | 0.1
CCOC(=O)C1CCC(CN(Cc2ccc(OC)cc2)S(=O)(=O)c2ccc(F)c(C(=O)Nc3cc(Cl)ccc3OC)c2)CC1 (stereo not drawn) | 5.0%[57.1 µM] | -10.1% | -21.8% | -16.6% | 9.9% | -6.6% | 32.2%[57.1 µM] | -4.2% | 1.0
CCN1C[C@@H]2[C@@H]3C(=O)N(Cc4ccccc4)C(=O)[C@@H]3[C@](C)(C1=O)N2C(=O)c1ccccc1 | 9.7%[57.1 µM] | 0.3% | -11.2% | -1.7% | -0.6% | -6.2% | 14.1% | -2.7% | -2.5
CSc1nc(O)c(/C=C2\C=Nc3ccccc32)[nH]1 | -6.7% | -6.3% | -11.3% | 0.6% | 5.5% | -16.8% | -17.2% | 6.7% | -4.8
Cc1cccc2c1N(CCOc1ccc(C(C)(C)C)cc1)C(=O)C2=O | -14.6% | 0.7% | -12.2% | 9.0% | u | -2.2% | -18.5% | -1.3% | -2.7
CCCC(=O)c1ccc(N2CCCCCC2)c(F)c1 | 7.2%[57.1 µM] | -4.9% | -3.5% | -3.9% | 6.8% | -13.1% | -14.4% | 8.4% | -3.2
COc1cccc(/C=N/NC(=O)Cn2cnc3c2c(=O)n(C)c(=O)n3C)c1 | 1.1%[57.1 µM] | 0.0% | -3.4% | 2.3% | 7.6% | u | 12.9%[57.1 µM] | -2.6% | -0.6
CCn1cc(C(=O)Nc2ccc(NC(=O)c3ccco3)cc2)c(=O)c2ccc(C)nc21 | 3.1%[57.1 µM] | -0.2% | -22.4% | -12.3% | -1.8% | 6.2% | -0.9%[57.1 µM] | -2.1% | 1.3
CCOc1cc(/C=C/C(=O)O)ccc1OCCOc1ccccc1 | 23.3%[0.0914 µM] | 0.1% | -4.6% | -9.1% | 14.5% | 10.3% | 9.8%[57.1 µM] | -2.0% | -7.3
COc1ccc(C(=O)Nc2cc(S(=O)(=O)N3CCCCC3)ccc2OC)cc1 | 3.7% | -2.9% | -9.6% | -2.2% | 13.1% | -9.9% | 6.0% | -2.6% | -7.0
O=C(ONC1=NCCCCC1)c1cccc([N+](=O)[O-])c1 | 12.5%[57.1 µM] | -15.8% | u | 5.5% | 16.6% | -12.4% | 20.5%[57.1 µM] | 3.1% | -8.1
CSCCC(NC(=O)c1ccc(Cl)c([N+](=O)[O-])c1)C(=O)N1CCN(C/C=C/c2ccccc2)CC1 (stereo not drawn) | -3.4% | 0.4% | -2.1% | -6.2% | -2.2% | -23.3% | 3.6% | 3.2% | -1.6
O=S(=O)(c1ccc(Cl)cc1)c1nc(-c2ccccc2Br)oc1NCc1ccccc1 | 4.0% | 3.2% | -8.2% | 0.1% | 15.2% | -1.0% | 11.2% | -2.8% | 0.4
COc1ccc(OCCCC(=O)OCC(=O)NNC(=O)c2ccc([N+](=O)[O-])cc2)cc1 | 2.4% | -0.4% | -16.8% | -0.9% | -11.2% | -2.3% | 22.4% | -0.8% | -5.2
CC1(C)CC(=O)C=C(c2ccc(-c3cccc4c3sc3ccccc34)cc2)C1=O | x | -4.2% | -13.1% | -0.6% | 1.6% | x | x | 1.7% | -2.9
COc1cc2c(=O)c(S(=O)(=O)c3ccccc3)cn(CC(=O)Nc3ccccc3C)c2cc1OC | 0.1% | -3.6% | -30.9% | -4.3% | -6.1% | -23.8% | 9.9% | -2.0% | -5.4
CNc1nc(N)c([N+](=O)[O-])c(NCCO)n1 | -4.8%[57.1 µM] | -2.1% | -12.2% | -23.4% | 8.2% | 8.9% | -14.6%[57.1 µM] | -3.8% | -2.1
CCCCCCNc1nc(NCc2ccco2)nc(OCC)n1 | -11.7% | 1.2% | -7.1% | -8.3% | 3.6% | -21.2% | -13.3% | 1.9% | 7.7
COc1ccc(C(=O)OCC(=O)N(C)C2CCS(=O)(=O)C2)cc1S(=O)(=O)N1CCCc2ccccc21 (stereo not drawn) | 9.4%[57.1 µM] | -3.5% | -3.2% | 3.2% | 1.6% | -2.8% | 8.6% | -2.0% | 2.6
C=CCN1C(=O)C2(OCCCO2)c2cccc(Cl)c21 | 5.5% | -7.8% | -26.0% | -8.9% | -10.1% | 37.4% | 19.5% | -5.1% | -2.3
CCOC(=O)N1CCN(C(=O)CCS(=O)(=O)c2ccc3c(c2)CCN3C(=O)CC)CC1 | -7.6% | 0.4% | -23.2% | -3.4% | 0.0% | -37.7% | -5.7% | -2.1% | -1.0
CCCCN1C(=O)/C(=C/C=C2/CC(C)(C)CN2C)SC1=S | -7.6% | 3.55µM* | 22.4µM* | u | 1.3% | -5.7% | -0.6% | 3.8% | 5.3
CCCCCC(=O)N1C[C@H](n2cc(C3CC3)nn2)[C@@H](O)C[C@@H]1c1ccccc1 | x | -0.9% | -18.7% | -1.7% | 14.1% | x | x | -5.7% | -1.6
COC(=O)c1ccc(S(=O)(=O)NCc2ccc(S(N)(=O)=O)cc2)o1 | 4.8%[57.1 µM] | -1.6% | -5.9% | 5.9% | -7.8% | 14.8% | -10.3% | -3.3% | -7.8
CCN1CCN(c2ccc(NC(=O)CCc3c(C)nc4c(-c5ccc(F)cc5)c(C)nn4c3C)cc2)CC1 | 0.3% | 1.5% | -12.0% | -15.9% | -2.2% | -4.1% | 30.8% | -2.7% | 1.2
O=C(C(=O)N1CCN(c2ccc(F)cc2)CC1)c1c[nH]c2ccccc12 | 7.5%[57.1 µM] | 0.9% | -11.5% | -16.9% | 0.0% | 3.1% | 7.1%[57.1 µM] | -4.5% | -2.4
Cc1ccc(-c2cnc3c(Cl)c(C)nn3c2)cc1 | 3.0%[57.1 µM] | -15.1% | -9.0% | -1.5% | -2.4% | 12.7% | 1.4%[57.1 µM] | -2.2% | -9.6

An excerpt; the hit share may differ from the screen's.
